# From PubChem
# BioA inh = M. tuberculosis BioA enzyme inhibitors, primary screen, biochemical, plate reader, single point, HTS; inhibition, % at 9.99 µM; purified M. tuberculosis BioA enzyme; AID 602481, 2012; hit rate 0.096% among 360,000; in the data active means inhibition above about 40%
# Starred values were filed as active, the others as inactive. Some of the compounds tested (hit frequency here may not be typical).
SMILES,BioA inh
C[C@@H]1CCCCO[C@H](CN(C)S(=O)(=O)c2cn(C)cn2)[C@H](C)CN([C@H](C)CO)C(=O)c2cc(NS(=O)(=O)c3ccc(F)cc3)ccc2O1,1.6
C[C@@H]1CN([C@H](C)CO)C(=O)c2cc(NC(=O)Cc3ccccc3)ccc2O[C@@H](C)CCCCO[C@@H]1CN(C)S(=O)(=O)c1ccc(F)cc1,15
C[C@H]1CN([C@@H](C)CO)C(=O)c2cccc(NC(=O)C3CC3)c2O[C@H]1CN(C)Cc1ccc(Oc2ccccc2)cc1,1.1
CO[C@@H]1CN(C)C(=O)c2cc(NS(=O)(=O)c3cn(C)cn3)ccc2OC[C@H](C)N(Cc2cccc(F)c2)C[C@H]1C,0.7
O=C(C[C@H]1CC[C@@H]2[C@H](COC[C@@H](O)CN2CC2CCOCC2)O1)NCC1CC1,-2.1
COc1ccc(CN(C)C[C@H]2OCCCC[C@@H](C)Oc3ccc(NC(=O)NC(C)C)cc3C(=O)N([C@@H](C)CO)C[C@@H]2C)cc1,1.2
O=C(C[C@@H]1C=C[C@@H](NS(=O)(=O)c2ccc(F)cc2)[C@@H](CO)O1)N1CCC(Cc2ccccc2)CC1,3.8
CO[C@H]1CN(C)C(=O)c2ccc(NC(=O)Nc3cccc(Cl)c3)cc2OC[C@H](C)N(C(=O)Nc2c(C)noc2C)C[C@H]1C,1.2
C[C@H]1CN([C@@H](C)CO)C(=O)c2cc(NC(=O)Cc3ccccc3)ccc2O[C@@H]1CN(C)C(=O)Nc1ccc(F)cc1,-2.3
C[C@@H]1CN([C@H](C)CO)C(=O)c2cc(NS(=O)(=O)c3cccs3)ccc2O[C@@H](C)CCCCO[C@@H]1CN(C)Cc1ccccc1,1.6
O=C(Nc1ccc2c(c1)[C@@H]1C[C@@H](CC(=O)N3CCc4ccccc4C3)O[C@H](CO)[C@@H]1O2)C1CCOCC1,0.1
CCCN(C)C[C@H]1Oc2cc(C#Cc3cccc(F)c3)ccc2S(=O)(=O)N([C@H](C)CO)C[C@H]1C,-2.0
COc1cccc(S(=O)(=O)N2CCCCN3[C@H](C2)[C@H](c2ccc(-c4cccnc4)cc2)[C@@H]3CO)c1,2.3
CC(C)NC(=O)N(C)C[C@H]1OCCCC[C@H](C)Oc2ccc(NC(=O)c3ccccc3)cc2C(=O)N([C@@H](C)CO)C[C@H]1C,0.5
CO[C@@H]1CN(C)C(=O)c2cc(NC(=O)c3cccc(F)c3)ccc2OC[C@H](C)N(CC2CC2)C[C@H]1C,2.0
C[C@H](CO)N1C[C@H](C)[C@H](CN(C)C(=O)NC2CCCCC2)Oc2ncc(-c3ccccc3F)cc2C1=O,0.6
Cc1noc(C)c1NC(=O)Nc1ccc2c(c1)C(=O)N([C@@H](C)CO)C[C@@H](C)[C@H](CN(C)CC1CCCCC1)OCCCC[C@H](C)O2,-2.2
Cc1noc(C)c1NC(=O)Nc1ccc2c(c1)C(=O)N(C)[C@@H]1CC[C@H](CC(=O)N[C@@H]3CCN(Cc4ccccc4)C3)O[C@H]1CO2,0.0
C[C@@H](NC(=O)[C@H]1[C@H](CO)[C@H]2Cn3c(ccc(-c4ccccc4)c3=O)[C@H]2N1C)c1ccccc1,-0.2
Cc1ccc(S(=O)(=O)N(C)C[C@H]2OCCCC[C@@H](C)Oc3ccc(NC(=O)CCC(F)(F)F)cc3C(=O)N([C@@H](C)CO)C[C@@H]2C)cc1,0.3
CCNC(=O)[C@H]1[C@H](CO)[C@H]2Cn3c(ccc(-c4ccccc4)c3=O)[C@H]2N1CC1CC1,4.4
CCC(=O)Nc1ccc2c(c1)C(=O)N(C)[C@@H]1CC[C@@H](CC(=O)N[C@@H](C)c3ccccc3)O[C@H]1CO2,24
Cc1noc(C)c1NC(=O)N(C)C[C@H]1Oc2ccc(NC(=O)Nc3ccc(F)cc3)cc2CC(=O)N([C@H](C)CO)C[C@@H]1C,-0.6
CN1CCCCN2[C@@H](CO)[C@H](c3ccc(C#CC4(O)CCCC4)cc3)[C@@H]2C1,-1.0
Cc1noc(C)c1NC(=O)N(C)C[C@H]1Oc2ccc(NS(C)(=O)=O)cc2C(=O)N([C@H](C)CO)C[C@@H]1C,-0.5
CCCC#Cc1cnc2c(c1)C(=O)N([C@H](C)CO)C[C@H](C)[C@@H](CN(C)C(=O)C1CCC1)O2,-1.9
COc1ccc(S(=O)(=O)Nc2ccc3c(c2)C(=O)N([C@@H](C)CO)C[C@H](C)[C@@H](CN(C)C(=O)c2ccncc2)OCCCC[C@@H](C)O3)cc1,8.5
CCS(=O)(=O)Nc1ccc2c(c1)C(=O)N(C)C[C@@H](OC)[C@@H](C)CN(CCC(F)(F)F)[C@@H](C)CO2,0.2
CC(C)NC(=O)Nc1ccc2c(c1)CC(=O)N([C@@H](C)CO)C[C@H](C)[C@@H](CN(C)S(=O)(=O)c1cccs1)O2,-0.1
C[C@@H]1CN([C@@H](C)CO)C(=O)c2cc(NS(=O)(=O)c3cn(C)cn3)ccc2O[C@@H]1CN(C)Cc1ccc(Cl)c(Cl)c1,-0.8
CCC(=O)N1[C@H](CN(C)C(=O)c2ccccc2F)[C@@H](c2ccccc2)[C@@H]1CO,3.4
Cc1cc(C(=O)Nc2cccc3c2O[C@@H](CN(C)Cc2ccc(Cl)c(Cl)c2)[C@H](C)CN([C@@H](C)CO)C3=O)n(C)n1,2.4
CCS(=O)(=O)N[C@@H]1CC[C@@H](CC(=O)Nc2ccc(-c3ccccc3)cc2)O[C@@H]1CO,2.1
O=C(NCC1CC1)[C@@H]1[C@@H](CO)[C@@H]2Cn3c(ccc(-c4ccncc4)c3=O)[C@@H]2N1Cc1cocn1,-1.9
C[C@H]1CCCCO[C@H](CN(C)C(=O)Nc2ccc(C(F)(F)F)cc2)[C@@H](C)CN([C@@H](C)CO)C(=O)c2cc(NS(=O)(=O)c3ccc(F)cc3)ccc2O1,-2.3
CC(C)NC(=O)N(C)C[C@H]1OCCCC[C@@H](C)Oc2ccc(NC(=O)c3ccncc3)cc2C(=O)N([C@@H](C)CO)C[C@H]1C,3.3
CCCNC(=O)N[C@H]1CC[C@@H](CCNS(=O)(=O)c2cccc(F)c2)O[C@@H]1CO,5.3
CC(C)NC(=O)N(C)C[C@H]1Oc2cc(-c3ccccc3)ccc2S(=O)(=O)N([C@H](C)CO)C[C@@H]1C,2.2
C[C@@H]1CN([C@@H](C)CO)C(=O)c2cc(NS(C)(=O)=O)ccc2O[C@@H](C)CCCCO[C@@H]1CN(C)C,-0.7
C[C@@H]1CCCCO[C@@H](CN(C)C(=O)Nc2ccc3c(c2)OCO3)[C@H](C)CN([C@@H](C)CO)C(=O)c2cc(NS(=O)(=O)c3cn(C)cn3)ccc2O1,-2.0
COc1ccc(NC(=O)Nc2ccc3c(c2)[C@@H]2C[C@@H](CC(=O)N[C@@H](C)c4ccccc4)O[C@H](CO)[C@@H]2O3)cc1,-0.5
C/C=C/c1ccc([C@H]2[C@H](CO)N[C@H]2CN(C(=O)C2CCCC2)C(C)C)cc1,-3.2
CC(=O)N(C)C[C@@H]1Oc2cc(-c3ccccc3C)ccc2S(=O)(=O)N([C@@H](C)CO)C[C@@H]1C,2.2
CO[C@H](CN(C)S(=O)(=O)c1cccc(Cl)c1)[C@H](C)CN([C@H](C)CO)S(=O)(=O)c1cccc(Cl)c1,-2.1
Cc1noc(C)c1S(=O)(=O)N(C)C[C@H]1OCCCC[C@@H](C)Oc2ccc(NS(C)(=O)=O)cc2C(=O)N([C@@H](C)CO)C[C@@H]1C,1.9
C[C@H]1CCCCO[C@@H](CN(C)C(=O)c2ccccc2)[C@@H](C)CN([C@@H](C)CO)C(=O)c2cc(NC(=O)c3ccccc3)ccc2O1,0.1
N#C[C@@H]1[C@H](c2ccc(C#CC3CCCCC3)cc2)[C@H](CO)N1S(=O)(=O)c1ccccc1,-1.4
CCCN(C)C[C@@H]1Oc2cc(-c3ccc(C)cc3)ccc2S(=O)(=O)N([C@@H](C)CO)C[C@@H]1C,0.1
COC(=O)C[C@H]1C=C[C@@H](NC(=O)Nc2ccc(C(F)(F)F)cc2)[C@H](CO)O1,-1.2
CN1CCN(C(=O)C[C@H]2C[C@H]3c4cc(NC(=O)c5ccc6c(c5)OCO6)ccc4O[C@H]3[C@H](CO)O2)CC1,2.3

# Continuation:
SMILES,BioA inh
CCN(C[C@H]1[C@H](c2ccc(C3=CCCC3)cc2)[C@H](CO)N1C(C)=O)C(C)=O,-3.5
C[C@@H]1CN([C@H](C)CO)C(=O)c2cccc(NC(=O)Nc3ccc4c(c3)OCO4)c2O[C@H]1CN(C)S(=O)(=O)c1cccs1,0.1
CO[C@H]1CN(C)C(=O)c2ccc(NC(=O)c3cccc(Oc4ccccc4)c3)cc2OC[C@@H](C)NC[C@@H]1C,0.2
CC(C)NC(=O)N(C)C[C@H]1Oc2ncc(C#CCC3CCCC3)cc2C(=O)N([C@@H](C)CO)C[C@H]1C,1.3
COc1cccc(C(=O)Nc2ccc3c(c2)C(=O)N(C)[C@@H]2CC[C@H](CC(=O)N[C@@H](C)c4ccccc4)O[C@H]2CO3)c1,1.1
COc1ccc(S(=O)(=O)N(C)C[C@H]2OCCCC[C@H](C)Oc3ccc(NS(=O)(=O)c4ccccc4)cc3C(=O)N([C@@H](C)CO)C[C@@H]2C)cc1,-3.1
CO[C@H]1CN(C)C(=O)c2cc(NC(=O)c3ccccc3)ccc2OC[C@H](C)NC[C@H]1C,-4.8
CCC(=O)N1C[C@@H](C)[C@H](OC)CN(C)C(=O)c2ccc(NC(=O)c3cnccn3)cc2OC[C@@H]1C,2.9
C[C@@H]1CN([C@H](C)CO)C(=O)Cc2cc(NC(=O)Nc3ccccc3)ccc2O[C@@H]1CN(C)S(=O)(=O)c1ccc(F)cc1,-0.3
Cc1ccc(S(=O)(=O)NCC[C@H]2CC[C@H](NC(=O)c3cccc(F)c3)[C@@H](CO)O2)cc1,0.0

# Seven entries out of the list, ordered by molar mass, largest number first.
SMILES,BioA inh
COc1ccc(S(=O)(=O)N(C)C[C@H]2OCCCC[C@H](C)Oc3ccc(NS(=O)(=O)c4ccccc4)cc3C(=O)N([C@@H](C)CO)C[C@@H]2C)cc1,-3.1
C[C@@H]1CN([C@H](C)CO)C(=O)Cc2cc(NC(=O)Nc3ccccc3)ccc2O[C@@H]1CN(C)S(=O)(=O)c1ccc(F)cc1,-0.3
COc1cccc(C(=O)Nc2ccc3c(c2)C(=O)N(C)[C@@H]2CC[C@H](CC(=O)N[C@@H](C)c4ccccc4)O[C@H]2CO3)c1,1.1
CO[C@H]1CN(C)C(=O)c2ccc(NC(=O)c3cccc(Oc4ccccc4)c3)cc2OC[C@@H](C)NC[C@@H]1C,0.2
CCC(=O)N1C[C@@H](C)[C@H](OC)CN(C)C(=O)c2ccc(NC(=O)c3cnccn3)cc2OC[C@@H]1C,2.9
CO[C@H]1CN(C)C(=O)c2cc(NC(=O)c3ccccc3)ccc2OC[C@H](C)NC[C@H]1C,-4.8
CCN(C[C@H]1[C@H](c2ccc(C3=CCCC3)cc2)[C@H](CO)N1C(C)=O)C(C)=O,-3.5

# The list goes on.
SMILES,BioA inh
COc1ccc(NC(=O)N(C)C[C@@H]2OCCCC[C@@H](C)Oc3ccc(NC(=O)Nc4cccc5ccccc45)cc3C(=O)N([C@@H](C)CO)C[C@@H]2C)cc1,-0.5
Cn1cnc(S(=O)(=O)N[C@@H]2CC[C@H](CC(=O)Nc3ccc(-c4ccccc4)cc3)O[C@H]2CO)c1,3.5
O=C(N[C@@H]1C=C[C@H](CC(=O)N2CCOCC2)O[C@H]1CO)c1ccc2c(c1)OCO2,1.1
Cc1noc(C)c1S(=O)(=O)N(C)C[C@H]1Oc2ccc(NC(=O)Nc3cccc4ccccc34)cc2CC(=O)N([C@@H](C)CO)C[C@H]1C,-0.6
CC(C)NC(=O)Nc1ccc2c(c1)CC(=O)N([C@@H](C)CO)C[C@@H](C)[C@H](CN(C)C(=O)Nc1ccccc1)O2,-1.2
CNC(=O)C[C@H]1CC[C@@H]2[C@@H](COc3ccc(NC(=O)c4cnccn4)cc3C(=O)N2C)O1,15
COc1ccc(S(=O)(=O)Nc2ccc3c(c2)C(=O)N([C@@H](C)CO)C[C@H](C)[C@@H](CN(C)S(=O)(=O)c2ccc(C)cc2)OCCCC[C@H](C)O3)cc1,8.3
C[C@@H]1CN([C@H](C)CO)S(=O)(=O)c2ccc(C#Cc3ccncc3)cc2O[C@H]1CN(C)C(=O)C1CC1,1.1
C/C=C/c1ccc2c(c1)O[C@@H](CN(C)C(=O)c1ccc3c(c1)OCO3)[C@H](C)CN([C@@H](C)CO)S2(=O)=O,6.3
CNC[C@H]1OCCCC[C@@H](C)Oc2ccc(N(C)C)cc2C(=O)N([C@H](C)CO)C[C@H]1C,-4.7
C[C@@H]1CN([C@@H](C)CO)C(=O)c2cc(-c3ccncc3)cnc2O[C@@H]1CN(C)C(=O)CN1CCOCC1,-1.2
C[C@@H]1CN([C@H](C)CO)C(=O)c2cc(Br)cnc2O[C@@H]1CN(C)S(=O)(=O)c1ccccc1,-3.7
CCCN1C[C@H](C)[C@H](OC)CN(C)C(=O)c2cc(NC(=O)c3ccc(F)cc3)ccc2OC[C@@H]1C,2.2
COCC(=O)Nc1ccc2c(c1)[C@@H]1C[C@@H](CC(=O)NCc3cccnc3)O[C@H](CO)[C@@H]1O2,-0.4
C[C@@H]1CN([C@H](C)CO)S(=O)(=O)c2ccc(C3=CCCC3)cc2O[C@H]1CN(C)Cc1cccc(C(=O)O)c1,4.9
Cc1noc(C)c1S(=O)(=O)Nc1ccc2c(c1)C(=O)N([C@H](C)CO)C[C@@H](C)[C@H](CN(C)Cc1ccc3c(c1)OCO3)O2,1.3
C[C@@H]1CCCCO[C@@H](CN(C)Cc2ccncc2)[C@@H](C)CN([C@@H](C)CO)C(=O)c2cc(NC(=O)CCCN(C)C)ccc2O1,-1.0
